Screening data: PubChem BioAssay, several laboratories
Avidin fluor: green autofluorescence of compounds with avidin beads – biophysical, 488/530 nm, flow cytometry, artefact control, profiling panel. compound fluorescence 488/530 nm; stronger effect = higher value. fluorescence (KMESF) at 10 µM. 220,000 tested, 0.38% active; in the data active = fluorescence above about 47; also: inactives centre near 10
Rab7 wt modul: modulators of GTP binding to Rab7, primary screen, biochemical, wildtype, multiplex bead flow cytometry | GST-Rab7 beads, fluorescent GTP binding; actives lie on both sides; untreated = 100%, excess cold GTP = 0% | GTP binding activity (percent of control), % at 10 µM | 190,000 tested, 0.055% active | AID 758, 2007;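 active = fluorescent GTP binding to Rab7 beads changed by at least 20 points from the 100% baseline, either direction, mostly lower; inconclusive = compound itself probably fluorescent, or too few beads counted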;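 also: median green fluorescence of bound Bodipy-FL-GTP per Rab7 bead population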
Rac1 wt GTP bind: wildtype Rac1 GTP binding modulators, primary screen, biochemical, GST-Rac1 beads, flow cytometry, multiplex | Ras-related C3 botulinum toxin substrate 1 (Homo sapiens), P63000 | fluorescent GTP binding; actives lie on both sides; 0 = cold GTP competed, 100 = untreated | GTP binding activity (% of control), % at 10 µM | 190,000 tested, 0.27% active | AID 757, 2007;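 active = GTP binding activity at least 20 points away from the 100% control level, either lower or higher; inconclusive = compound flagged as likely green fluorescent, judged across all proteins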
Mcl1 Noxa PPI: Mcl-1/Noxa binding inhibitors, primary screen, biochemical, TR-FRET, 1536-well. Induced myeloid leukemia cell differentiation protein Mcl-1 (Homo sapiens), Q07820. TR-FRET Mcl-1/Noxa peptide binding, 2 h. inhibition, % at 21.7 µM. 220,000 tested, 1.5% active;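 active = compounds that cut the protein-peptide binding signal by more than 50% relative to plate controls in a single-dose test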;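 also: His-tagged Mcl-1 with rhodamine Noxa BH3 peptide and terbium anti-His antibody; 0% = Mcl-1 plus Noxa peptide wells and 100% = peptide-only wells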
Target sequence (Q07820 whole entry, looked up): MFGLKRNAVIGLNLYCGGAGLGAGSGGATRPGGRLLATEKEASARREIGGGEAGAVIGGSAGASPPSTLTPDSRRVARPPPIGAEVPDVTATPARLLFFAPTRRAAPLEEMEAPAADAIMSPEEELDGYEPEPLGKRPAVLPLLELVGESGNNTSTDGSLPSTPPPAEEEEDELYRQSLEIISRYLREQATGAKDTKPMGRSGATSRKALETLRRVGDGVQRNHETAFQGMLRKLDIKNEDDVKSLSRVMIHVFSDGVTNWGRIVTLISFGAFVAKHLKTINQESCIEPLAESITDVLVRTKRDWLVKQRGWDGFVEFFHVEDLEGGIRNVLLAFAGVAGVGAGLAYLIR
Bim-Mcl-1: inhibitors of Bim peptide binding to Mcl-1, primary screen, biochemical, bead-based flow cytometry, multiplex; inhibition, % at 10 µM; Bim peptide-Mcl-1 binding; 190,000 tested, 0.1% active; Induced myeloid leukemia cell differentiation protein Mcl-1 (Homo sapiens), Q07820; in the data active = inhibition above about 40%;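 also: 0% = no compound tracer wells and 100% = peptide blocker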
Pf gamet viab: late stage P. falciparum gametocyte viability inhibitors, primary screen, ATP luminescence, HTS; P. falciparum stage V gametocytes, 24 h; inhibition, % at 10.9 µM; 150,000 tested, 0.065% active; AID 743093, 2013;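 active = inhibition above the mean plus 3 SD of compounds within the control limits, set per campaign, cut at about 38% in these data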;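 also: 0% = DMSO wells and 100% = medium only without gametocytes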
Rab2 wt GTP: modulators of GTP binding to Rab2A wildtype, primary screen, biochemical, dog, bead-based flow cytometry, multiplex | GST-Rab2 wt beads, Bodipy-GTP binding | GTP binding activity, % at 10 µM | 190,000 tested, 0.19% active;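 active = GTP binding activity at least 20 points away from 100%, either lowered or raised; inconclusive = signal likely due to the compound's own green fluorescence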;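 also: 0% = beads with excess unlabeled GTP and 100% = no-compound control corrected for plate trend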
Mcl1 Bid PPI: Mcl-1/Bid binding inhibitors, primary screen, biochemical, TR-FRET, 1536-well. inhibition, % at 21.7 µM. TR-FRET Mcl-1/Bid-Dy647 peptide binding. AID 1021, 2008. Induced myeloid leukemia cell differentiation protein Mcl-1 (Homo sapiens), Q07820. 220,000 tested, 0.97% active;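 active = compounds that cut the binding signal by more than half at the single screening dose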;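 also: His-tagged Mcl-1 with europium anti-His antibody binding Bid BH3 peptide; 0% = Mcl-1 plus peptide wells and 100% = peptide-only wells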
Cdc42 wt: modulators of GTP binding to wildtype Cdc42, primary screen, biochemical, multiplex bead flow cytometry, Bodipy-GTP; 190,000 tested, 0.2% active; percent activity (GTP binding), % at 10 µM; GST-Cdc42 beads; actives lie on both sides;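 active = percent activity GTP binding at least 20 points away from the 100% baseline, either down as inhibitor or up as activator; inconclusive = compound flagged as likely green fluorescent from well-wide comparison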;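 also: median bead fluorescence of bound Bodipy-FL-GTP at 100 nM; 0% = excess unlabeled GTP control and 100% = no compound control; below 100% means less GTP binding so inhibitor and above means activator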
Target sequence (P60953 whole entry, looked up): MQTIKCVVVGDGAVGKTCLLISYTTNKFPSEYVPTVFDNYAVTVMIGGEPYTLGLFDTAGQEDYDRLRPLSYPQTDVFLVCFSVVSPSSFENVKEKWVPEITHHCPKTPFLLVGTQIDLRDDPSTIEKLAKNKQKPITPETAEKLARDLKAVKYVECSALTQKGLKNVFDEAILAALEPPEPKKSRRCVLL
Rac1 mut GTP: GTP binding modulators of activated mutant Rac1, primary screen, biochemical, bead-based flow cytometry, multiplex, fluorescent GTP | GST-Rac1 activated beads; actives lie on both sides; 100% means binding = to untreated wells | percent activity (GTP binding), % at 10 µM | 190,000 tested, 0.11% active;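 active = GTP binding at least 20 percentage points away from the 100% baseline, in either direction, so actives lie on both sides; inconclusive = Compound likely fluorescent itself, or too few beads counted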
HRas wt GTP: modulators of GTP binding to HRas wildtype, primary screen, biochemical, bead-based flow cytometry, multiplex. GST-Ras wt beads, Bodipy-FL-GTP binding; actives lie on both sides. 190,000 tested, 0.14% active. GTP binding activity, % at 10 µM. AID 759, 2007. GTPase HRas (Homo sapiens), P01112;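 active = GTP binding activity at least 20% away from the 100% baseline, either lowered as inhibitor or raised as activator; inconclusive = flagged as likely green fluorescent, judged across all proteins in the well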;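 also: 0% = unlabeled GTP competition control and 100% = no-compound control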
Target sequence (P01112 whole entry, looked up): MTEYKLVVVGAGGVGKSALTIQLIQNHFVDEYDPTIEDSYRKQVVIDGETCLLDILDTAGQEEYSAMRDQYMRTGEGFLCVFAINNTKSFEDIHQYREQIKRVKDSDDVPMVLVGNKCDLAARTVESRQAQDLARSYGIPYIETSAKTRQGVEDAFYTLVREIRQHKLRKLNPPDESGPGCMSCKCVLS
* = called active by the depositor.

Results for COc1ccccc1C(CNC(=S)NCc1ccccc1)N1CCCC1 (centres undefined) ?
Avidin fluor: 23; Rab7 wt modul: 107; Rac1 wt GTP bind: 94; Mcl1 Noxa PPI: 5; Bim-Mcl-1: -4; Rab2 wt GTP: 98; Mcl1 Bid PPI: -3; Cdc42 wt: 95; Rac1 mut GTP: 94; HRas wt GTP: 98

Results for O=C(Cn1nc(C(F)(F)F)cc1C1CC1)NCc1ccccc1F ?
Avidin fluor: 2; Rab7 wt modul: 101; Rac1 wt GTP bind: 105; Mcl1 Noxa PPI: 12; Bim-Mcl-1: -3; Pf gamet viab: -6; Rab2 wt GTP: 102; Mcl1 Bid PPI: -7; Cdc42 wt: 104; Rac1 mut GTP: 102; HRas wt GTP: 102

Results for O=c1[nH]nc(SCc2ccccc2)c(=O)[nH]1 ?
Avidin fluor: 12; Rab7 wt modul: 99; Rac1 wt GTP bind: 106; Mcl1 Noxa PPI: 0; Bim-Mcl-1: -3; Pf gamet viab: 15; Rab2 wt GTP: 98; Mcl1 Bid PPI: -11; Cdc42 wt: 101; Rac1 mut GTP: 99; HRas wt GTP: 98

How did COc1cc(C2c3c(n[nH]c3C)C(=O)N2c2ccc(C)cc2)ccc1O (centres undefined) do in these assays?
Avidin fluor: 34; Rab7 wt modul: 95; Rac1 wt GTP bind: 97; Mcl1 Noxa PPI: 7; Bim-Mcl-1: -2; Pf gamet viab: 15; Rab2 wt GTP: 95; Mcl1 Bid PPI: -20; Cdc42 wt: 98; Rac1 mut GTP: 98; HRas wt GTP: 96

Results for CCN(CC)C(=O)c1cc(C(C)(C)C)c(O)c(C(C)(C)C)c1 ?
Avidin fluor: 14; Rab7 wt modul: 101; Rac1 wt GTP bind: 105; Mcl1 Noxa PPI: 0; Bim-Mcl-1: 0; Rab2 wt GTP: 100; Mcl1 Bid PPI: -7; Cdc42 wt: 103; Rac1 mut GTP: 102; HRas wt GTP: 100

What do the screens show for `COc1ccc(-c2cc(C(=O)OC3CCOC3=O)c3ccccc3n2)cc1OC` (centres undefined)?
Avidin fluor: 18; Rab7 wt modul: 102; Rac1 wt GTP bind: 102; Mcl1 Noxa PPI: 16; Bim-Mcl-1: -3; Pf gamet viab: 0; Rab2 wt GTP: 100; Mcl1 Bid PPI: -1; Cdc42 wt: 100; Rac1 mut GTP: 99; HRas wt GTP: 101

What do the screens show for `C/C(=N\Nc1ccccn1)c1ccc(C#N)cc1`?
Avidin fluor: 10; Rab7 wt modul: 106; Rac1 wt GTP bind: 104; Mcl1 Noxa PPI: 2; Bim-Mcl-1: 0; Pf gamet viab: 1; Rab2 wt GTP: 101; Mcl1 Bid PPI: -20; Cdc42 wt: 101; Rac1 mut GTP: 100; HRas wt GTP: 101

What do the screens show for `Clc1ccccc1/C=N/c1cc(-c2ccccc2)nn1-c1ccccc1`?
Avidin fluor: 10; Rab7 wt modul: 96; Rac1 wt GTP bind: 102; Mcl1 Noxa PPI: -11; Bim-Mcl-1: -1; Rab2 wt GTP: 97; Mcl1 Bid PPI: -11; Cdc42 wt: 99; Rac1 mut GTP: 98; HRas wt GTP: 100

How did Cc1ccc(S(=O)(=O)n2ccc(-c3cccc(OCc4c(F)cccc4Cl)c3)n2)cc1 do in these assays?
Avidin fluor: 14; Rab7 wt modul: 97; Rac1 wt GTP bind: 102; Mcl1 Noxa PPI: 0; Bim-Mcl-1: -1; Rab2 wt GTP: 107; Mcl1 Bid PPI: -3; Cdc42 wt: 107; Rac1 mut GTP: 102; HRas wt GTP: 106

Results for CCOC(=O)c1cc2ccc(OC(=O)c3ccco3)cc2oc1=O ?
Avidin fluor: 30; Rab7 wt modul: 101; Rac1 wt GTP bind: 102; Mcl1 Noxa PPI: -65; Bim-Mcl-1: -1; Rab2 wt GTP: 101; Mcl1 Bid PPI: 44; Cdc42 wt: 103; Rac1 mut GTP: 97; HRas wt GTP: 102

Results for Cc1cc(Nc2ccc(Br)cc2F)n2nc(C)nc2n1 ?
Avidin fluor: 19; Rab7 wt modul: 102; Rac1 wt GTP bind: 98; Mcl1 Noxa PPI: 9; Bim-Mcl-1: 13; Rab2 wt GTP: 93; Mcl1 Bid PPI: 17; Cdc42 wt: 92; Rac1 mut GTP: 95; HRas wt GTP: 96

Results for COc1ccc(C)cc1NC(=O)C(=O)N/N=C(\C)CC(=O)Nc1cccnc1 ?
Avidin fluor: 2; Rab7 wt modul: 105; Rac1 wt GTP bind: 104; Mcl1 Noxa PPI: -4; Bim-Mcl-1: -1; Pf gamet viab: -8; Rab2 wt GTP: 98; Mcl1 Bid PPI: -47; Cdc42 wt: 99; Rac1 mut GTP: 99; HRas wt GTP: 98

How did Cc1ccc(-n2c(C)cc(C(=O)CSc3nncs3)c2C)cc1 do in these assays?
Avidin fluor: 24; Rab7 wt modul: 103; Rac1 wt GTP bind: 99; Mcl1 Noxa PPI: 4; Bim-Mcl-1: 0; Rab2 wt GTP: 97; Mcl1 Bid PPI: -25; Cdc42 wt: 98; Rac1 mut GTP: 96; HRas wt GTP: 98

What do the screens show for `Cc1cc(C)n(-c2nc(SCC(=O)Nc3nccs3)c3c4c(sc3n2)COC(C)(C)C4)n1`?
Avidin fluor: 32; Rab7 wt modul: inconclusive; Rac1 wt GTP bind: inconclusive; Mcl1 Noxa PPI: -10; Bim-Mcl-1: -3; Pf gamet viab: 12; Rab2 wt GTP: inconclusive; Mcl1 Bid PPI: -17; Cdc42 wt: inconclusive; Rac1 mut GTP: inconclusive; HRas wt GTP: inconclusive

How did Cc1nc(N)sc1-c1csc(Nc2ccccn2)n1 do in these assays?
Avidin fluor: 5; Rab7 wt modul: 92; Rac1 wt GTP bind: 83; Mcl1 Noxa PPI: 39; Bim-Mcl-1: 0; Rab2 wt GTP: 86; Mcl1 Bid PPI: -121; Cdc42 wt: 89; Rac1 mut GTP: 88; HRas wt GTP: 87

Results for CCOc1cc(S(=O)(=O)N2CCCC2)c(C)cc1C ?
Avidin fluor: 9; Rab7 wt modul: 99; Rac1 wt GTP bind: 99; Mcl1 Noxa PPI: 6; Bim-Mcl-1: 2; Pf gamet viab: 4; Rab2 wt GTP: 96; Mcl1 Bid PPI: -15; Cdc42 wt: 100; Rac1 mut GTP: 95; HRas wt GTP: 97

Results for CC(C)(C)NC(=O)CN(c1cccc([N+](=O)[O-])c1)S(=O)(=O)c1ccccc1 ?
Avidin fluor: 10; Rab7 wt modul: 102; Rac1 wt GTP bind: 95; Mcl1 Noxa PPI: 13; Bim-Mcl-1: 2; Pf gamet viab: 1; Rab2 wt GTP: 98; Mcl1 Bid PPI: 6; Cdc42 wt: 97; Rac1 mut GTP: 96; HRas wt GTP: 98

What do the screens show for `O=S(=O)(NCC(c1cccnc1)N1CCN(c2ccc(F)cc2)CC1)c1cccs1` (centres undefined)?
Avidin fluor: 23; Rab7 wt modul: 99; Rac1 wt GTP bind: 103; Mcl1 Noxa PPI: -49; Bim-Mcl-1: -5; Rab2 wt GTP: 97; Mcl1 Bid PPI: -17; Cdc42 wt: 103; Rac1 mut GTP: 97; HRas wt GTP: 100

What do the screens show for `Cc1ccc(NC(=S)N(Cc2ccco2)C(C)c2cccs2)cc1` (centres undefined)?
Avidin fluor: 10; Rab7 wt modul: 105; Rac1 wt GTP bind: 101; Mcl1 Noxa PPI: 13; Bim-Mcl-1: 1; Pf gamet viab: -15; Rab2 wt GTP: 101; Mcl1 Bid PPI: -30; Cdc42 wt: 98; Rac1 mut GTP: 98; HRas wt GTP: 100

How did O=C(OCc1cc(=O)n2c(n1)sc1ccccc12)c1ccc(O)cc1 do in these assays?
Avidin fluor: 16; Rab7 wt modul: 99; Rac1 wt GTP bind: 101; Mcl1 Noxa PPI: 27; Bim-Mcl-1: 0; Pf gamet viab: 20; Rab2 wt GTP: 96; Mcl1 Bid PPI: 30; Cdc42 wt: 96; Rac1 mut GTP: 96; HRas wt GTP: 98

How did COC(=O)c1cc(C#N)c(N(C)Cc2ccccc2)nc1C do in these assays?
Avidin fluor: 13; Rab7 wt modul: 106; Rac1 wt GTP bind: 103; Mcl1 Noxa PPI: -13; Bim-Mcl-1: 0; Pf gamet viab: 2; Rab2 wt GTP: 101; Mcl1 Bid PPI: -20; Cdc42 wt: 101; Rac1 mut GTP: 97; HRas wt GTP: 104

Results for CCn1c(CSc2nc(C)cc(C)n2)nnc1SCC(=O)Nc1ccccc1 ?
Avidin fluor: 12; Rab7 wt modul: 105; Rac1 wt GTP bind: 109; Mcl1 Noxa PPI: 8; Bim-Mcl-1: -1; Pf gamet viab: 1; Rab2 wt GTP: 103; Mcl1 Bid PPI: -33; Cdc42 wt: 104; Rac1 mut GTP: 101; HRas wt GTP: 104

Results for Cc1ccc(NC(=O)NCCCc2ccccc2)cc1 ?
Avidin fluor: 6; Rab7 wt modul: 101; Rac1 wt GTP bind: 105; Mcl1 Noxa PPI: 12; Bim-Mcl-1: 0; Rab2 wt GTP: 104; Mcl1 Bid PPI: -19; Cdc42 wt: 104; Rac1 mut GTP: 102; HRas wt GTP: 104

Results for CN(C)c1oc(-c2ccc(OCc3ccc(Cl)cc3)cc2)nc1C#N ?
Avidin fluor: 5; Rab7 wt modul: 102; Rac1 wt GTP bind: 103; Mcl1 Noxa PPI: 4; Bim-Mcl-1: 1; Rab2 wt GTP: 101; Mcl1 Bid PPI: 7; Cdc42 wt: 102; Rac1 mut GTP: 99; HRas wt GTP: 102

What do the screens show for `CC(C)=C1C2CCC1C1C(=O)N(NC(=O)c3ccco3)C(=O)C21` (centres undefined)?
Avidin fluor: 6; Rab7 wt modul: 101; Rac1 wt GTP bind: 107; Mcl1 Noxa PPI: -11; Bim-Mcl-1: -4; Pf gamet viab: 9; Rab2 wt GTP: 103; Mcl1 Bid PPI: -25; Cdc42 wt: 103; Rac1 mut GTP: 104; HRas wt GTP: 105
